Source: PubChem
MEP2-GFP yeast: modulators of MEP2-GFP levels in yeast, primary screen, S. cerevisiae, multiplex flow cytometry, MLPCN library. S. cerevisiae MEP2-GFP strain, 3 h; 100% = DMSO control level. GFP response vs DMSO, % at 10 µM. 0.51% of 330,000 active;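 active = GFP response versus DMSO above a set limit, roughly screen mean plus 3 SD, cut at about 180% in these data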;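 also: median GFP fluorescence of the barcode-gated MEP2-GFP cells per well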
Efflux pump inh: inhibitors of Candida efflux pumps in yeast, primary screen, S. cerevisiae, Nile Red, multiplex. inhibition, % at 10 µM. 0.44% of 330,000 active. S. cerevisiae Candida pump triplex;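 active = plate passing quality check with inhibition over a set limit, or well fluorescence over plate mean plus 4 SD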;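 also: Nile Red retained in pooled yeast measured as flow cytometry median fluorescence; 0% = buffer negative control and 100% = Enniatin B positive control; higher means more Nile Red kept so more efflux inhibition; some compounds called inactive have numbers as strong as hits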
CIT2-GFP yeast: modulators of CIT2-GFP expression in yeast, primary screen, S. cerevisiae, GFP fusion, multiplex flow cytometry, MLPCN library. S. cerevisiae CIT2-GFP strain, 3 h; 100 means same as DMSO wells. GFP response vs DMSO, % at 10 µM. 0.065% of 320,000 active;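 active = GFP response relative to DMSO above a set limit, near the screen mean plus 3 SD, cut at about 150% in these data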;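 also: ratio of well median GFP fluorescence to mean of DMSO wells on the plate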
LAP4-GFP MLPCN: modulators of LAP4-GFP expression in yeast, primary screen, S. cerevisiae, multiplex flow cytometry, MLPCN library; 3 h; median GFP as percent of DMSO wells; GFP response vs DMSO, % at 10 µM; 0.34% of 320,000 active; AID 2023, 2009;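 active = GFP response vs DMSO above a set limit, about the screen mean plus 3 SD, cut at about 150% in these data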
AGP1-GFP MLPCN: modulators of AGP1-GFP expression in yeast TOR pathway, primary screen, cell-based, multiplex flow cytometry, S. cerevisiae, MLPCN library. 0.02% of 320,000 active. GFP response vs DMSO, % at 10 µM. 3 h; GFP as percent of DMSO wells;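 active = GFP response relative to DMSO above a set limit, near screen average plus 3 SD, cut at about 150% in these data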;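 also: median GFP channel fluorescence of the gated AGP1 strain per well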
CR mimetic SO: reduction of superoxide in aged yeast, primary screen, HTS; S. cerevisiae aged cells, superoxide DHE fluorescence; hits give low values; superoxide response (% of plate mean), % at 10 µM; 0.18% of 330,000 active; AID 2690, 2010;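 active = superoxide response under a set limit, about three screen SD below normal, cut at about 65% in these data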;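 also: yeast aged for seven days with compound at 30 °C before DHE staining; 100% = average MFI of all compound-treated wells on the plate with controls excluded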
AHR activator: AHR activators, primary screen, cell-based, luminescence, luciferase reporter, human; Aryl hydrocarbon receptor (Homo sapiens), P35869; AHR-responsive luciferase reporter cells; activation, % at 5 µM; 2.5% of 320,000 active; AID 2796, 2010; in the data active = activation above about 47%;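 also: 0% = vehicle wells and 100% = reference agonist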
Target sequence (P35869 whole entry, looked up): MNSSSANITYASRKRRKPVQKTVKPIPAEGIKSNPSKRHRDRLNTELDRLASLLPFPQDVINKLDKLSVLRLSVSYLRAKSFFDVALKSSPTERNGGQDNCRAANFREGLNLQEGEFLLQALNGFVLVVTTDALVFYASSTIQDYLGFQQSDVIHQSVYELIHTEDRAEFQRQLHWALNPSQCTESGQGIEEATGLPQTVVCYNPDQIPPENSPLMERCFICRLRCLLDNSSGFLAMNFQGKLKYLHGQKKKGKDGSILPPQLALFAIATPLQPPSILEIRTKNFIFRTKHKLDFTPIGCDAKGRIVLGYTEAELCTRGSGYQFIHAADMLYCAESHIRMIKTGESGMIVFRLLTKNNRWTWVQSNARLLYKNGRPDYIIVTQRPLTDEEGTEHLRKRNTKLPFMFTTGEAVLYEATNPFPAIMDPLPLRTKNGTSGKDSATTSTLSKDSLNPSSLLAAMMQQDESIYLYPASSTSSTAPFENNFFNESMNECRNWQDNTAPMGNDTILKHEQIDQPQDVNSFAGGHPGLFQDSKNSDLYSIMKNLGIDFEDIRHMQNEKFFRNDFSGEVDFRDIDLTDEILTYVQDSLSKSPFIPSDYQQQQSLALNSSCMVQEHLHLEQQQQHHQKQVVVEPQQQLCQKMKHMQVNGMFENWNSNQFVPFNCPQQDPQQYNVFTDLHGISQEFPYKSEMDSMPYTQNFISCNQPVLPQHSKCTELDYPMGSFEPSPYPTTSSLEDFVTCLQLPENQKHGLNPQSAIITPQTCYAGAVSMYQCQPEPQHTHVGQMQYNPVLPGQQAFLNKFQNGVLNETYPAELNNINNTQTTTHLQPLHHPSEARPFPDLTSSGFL
RPL19A TOR yeast: RPL19A-GFP expression modulators in yeast, primary screen, cell-based, S. cerevisiae, multiplex flow cytometry, MLPCN | AID 2025, 2009 | S. cerevisiae RPL19A-GFP strain, 3 h; hits give low values | 0.3% of 330,000 active | percent response vs DMSO, % at 10 µM;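 active = percent response vs DMSO below 50%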;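 also: median channel GFP fluorescence of the barcoded RPL19A-GFP strain; ratio of sample median GFP to plate DMSO average so 100% = DMSO; lower means less RPL19A-GFP as with rapamycin TOR inhibition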
Numbers without * were called inactive; . = not tested or not shown.

SMILES	MEP2-GFP yeast	Efflux pump inh	CIT2-GFP yeast	LAP4-GFP MLPCN	AGP1-GFP MLPCN	CR mimetic SO	AHR activator	RPL19A TOR yeast
CC(C)(C)CC(=O)Nc1ccccc1N1CCN(c2ccc(F)cc2)CC1	102	-0.2	98	89	97	92	-3	103
CCc1ccccc1NC(=O)c1ccc2nc(N3CCOCC3)sc2c1	104	0.2	96	104	97	110	-2	106
COc1ccccc1CCN1CCCC(CN(C)C(=O)CCC(N)=O)C1 (configuration not stated)	102	0.4	104	87	98	95	-2	100
COc1cccc(CN2CC(C(=O)NCCCCc3ccccn3)CCC2=O)c1 (configuration not stated)	96	0.0	103	63	88	95	.	99
CCCC/C(O)=C1\C(=O)CCCC1=NCCc1c(C)[nH]c2ccccc12	98	0.0	96	107	106	103	5	93
COc1cccc(-n2nnnc2SCC(=O)c2ccc(NC(C)=O)cc2)c1	91	-0.1	.	89	92	87	0	95
COC(=O)CCc1c(C)c(C(=O)c2cc(OC)c(OC)c(OC)c2)c2ccccn12	105	0.1	104	96	98	99	1	104
CC(C)c1cc(=O)n2[nH]c(SCc3ccccc3)nc2n1	111	-0.2	112	112	108	94	1	109
CCN1C(=O)[C@H]2[C@@H](c3ccc(C)cc3)N3C(=O)N(c4ccc(OC)cc4)C(=O)[C@@]3(Cc3ccc(Cl)cc3)[C@H]2C1=O	96	-0.1	83	94	86	104	4	97
Cc1ccccc1S(=O)(=O)N(CC(O)CN1C(=O)NC(C)(C)C1=O)c1ccccc1 (configuration not stated)	107	0.0	105	103	103	83	2	99
COc1ccc(N2CCN(C(=O)CSc3nc4nc(C)cc(C)n4n3)CC2)cc1	99	-0.1	99	97	114	87	0	99
N#Cc1c(-c2ccc(Cl)cc2)c2c([nH]c1=S)CCCC2	93	0.1	92	102	104	116	0	98
O=C(NCCOc1ccccc1)C1CCC(=O)N(CCN2CCOCC2)C1 (configuration not stated)	103	0.0	103	95	100	86	-1	102
Cc1ccc(C(=O)OCC(=O)NC2CC2)cc1S(=O)(=O)N1CCOCC1	102	0.0	106	91	98	82	6	99
COc1ccc(CCN(C)Cc2nc(-c3cnccn3)no2)cc1OC	109	0.2	97	102	103	109	2	98
CC(C)(C)c1cc(NC(=O)C2CCCO2)no1 (configuration not stated)	104	-0.1	99	96	106	98	0	97
CC(C)NC(=O)c1ccc(-c2ccc(Cl)c(C(F)(F)F)c2)o1	100	0.1	102	100	103	93	14	.
CCOC(=O)c1ccc(NC(=O)c2sc3nc(N4CCOCC4)c4c(c3c2N)CCCC4)cc1	101	0.1	89	104	25	114	0	90
CC(=O)N1CCC(N(C(=O)Nc2ccc(Cl)cc2)C(C)C)CC1	96	0.2	93	100	95	94	3	98
CCC1C(=O)NCCN1C(=O)c1ccc(OC)c(OC2CCN(C(C)=O)CC2)c1 (configuration not stated)	119	0.3	93	93	88	93	1	102
CCC(C(=O)OC)n1cnc2c(nnn2-c2cccc(Cl)c2)c1=O (configuration not stated)	94	-0.1	98	96	97	93	8	101
CC1(C)Cc2c(C#N)c(SCC(=O)O)nc(N3CCOCC3)c2CO1	96	-0.2	.	.	.	80	10	103
COc1cc(OC)c(N(C)S(=O)(=O)c2cccc(C(=O)OCC(=O)N3CCOCC3)c2)cc1Cl	100	-0.3	105	99	100	103	1	98
O=C(COC(=O)c1cc2ccccc2oc1=O)Nc1ccc(F)cc1F	114	0.0	106	103	110	95	3	105
CCC(C(=O)NC1CCCC1)N(Cc1ccccc1Cl)C(=O)c1snc(C(N)=O)c1N (configuration not stated)	106	0.5	92	94	97	111	0	96

An excerpt from above, showing only AHR activator, CIT2-GFP yeast and Efflux pump inh:
structure	AHR activator	CIT2-GFP yeast	Efflux pump inh
O=C(NCCOc1ccccc1)C1CCC(=O)N(CCN2CCOCC2)C1 (configuration not stated)	-1	103	0.0
CC(C)c1cc(=O)n2[nH]c(SCc3ccccc3)nc2n1	1	112	-0.2
N#Cc1c(-c2ccc(Cl)cc2)c2c([nH]c1=S)CCCC2	0	92	0.1

Continued:
SMILES	MEP2-GFP yeast	Efflux pump inh	CIT2-GFP yeast	LAP4-GFP MLPCN	AGP1-GFP MLPCN	CR mimetic SO	AHR activator	RPL19A TOR yeast
CCOP(=O)(c1ccccc1)C(O)c1ccc(F)cc1 (configuration not stated)	93	-0.1	93	93	96	94	0	94
CC1CCCCN1Cc1c(C#N)c2ccccc2n1C (configuration not stated)	109	0.1	104	103	99	107	1	103
c1csc(-c2nn3cnnc3c3ccccc23)c1	94	-0.1	96	102	94	86	6	95
CC(=O)Nc1ccc(CN2CCCC(C(=O)c3cccc(C(F)(F)F)c3)C2)cc1 (configuration not stated)	106	0.0	105	97	99	107	5	100
CN(C)CCNC(=O)COc1cccc(Cl)c1	97	0.1	108	93	112	73	3	97
CCCCCC1CC(=O)C=C(C)C1C(=O)OC (configuration not stated)	93	-0.1	88	118	104	106	-1	94
CC1=NN(c2ccccc2)C(=O)/C1=C\c1c(C)[nH]n(-c2ccccc2)c1=O	99	-0.1	98	92	97	102	10	96
C/C(=N\Nc1cc(C)nc(-c2ccccc2)n1)c1cccc([N+](=O)[O-])c1	95	0.2	85	106	89	80	6	94
Cc1ccc(C(=O)C2=C(O)C(=O)N(CCCN3CCOCC3)C23C(=O)N(C)c2ccccc23)o1 (configuration not stated)	102	0.0	98	110	98	90	4	93
CC(=O)Oc1cc(OC(C)=O)c2c(=O)c(-c3ccc4c(c3)OCCCO4)c(C)oc2c1	103	0.0	109	132	110	114	-4	102
Cc1[nH]c2ccccc2c1N=Nc1c(C)n(C)n(-c2ccccc2)c1=O	99	0.6	92	91	88	97	32	100
O=C(OCC(=O)N1CCN(C(=O)c2ccco2)CC1)c1ccccc1OCc1ccccc1	103	0.1	91	98	95	103	0	86
Cc1nccn1-c1ccc(C(F)(F)F)cc1[N+](=O)[O-]	106	0.2	107	110	116	120	5	106
Cc1ccccc1C(=O)NNC(=O)c1cccc([N+](=O)[O-])c1	101	0.1	110	105	109	112	1	102
O=C(CN1C(=O)C2CCCCC2C1=O)Nc1nccs1 (configuration not stated)	94	0.0	104	100	102	114	0	97
CN(CC(=O)Nc1ccccc1C(F)(F)F)C(=O)CSc1nnnn1C	100	0.2	97	96	101	85	0	96
Cc1nc(C)c2c(=O)cc(-c3ccccc3)[nH]c2n1	107	0.0	106	104	112	93	1	105
Cn1c(CNC(=O)C2CCCCC2)cc2cc(Cl)ccc21	104	-0.1	103	100	104	101	18	101
COc1ccc(NC(=O)Cn2ncc(Cl)c(Cl)c2=O)cc1S(=O)(=O)N1CCOCC1	86	-0.6	94	85	90	82	1	93
COc1cc2c(cc1NC(=O)COC(=O)CNS(=O)(=O)c1ccc(C)cc1)oc1ccccc12	97	-0.1	93	94	83	91	41	94
O=C(c1cnn2c(C(F)(F)F)cc(-c3ccc4c(c3)OCO4)nc12)N1CCCCC1	103	0.2	98	115	104	111	2	103
COc1ccc(CCNc2ccc(N3C(=O)CC(C)C3=O)cc2[N+](=O)[O-])cc1OC (configuration not stated)	93	-0.1	93	103	101	90	-2	96
CCCCOc1ccccc1C1C(C(=O)OC)=C(C)N(C)C(C)=C1C(=O)OC	100	0.0	103	104	101	90	5	103
CC(C)(C)n1nnnc1CN(Cc1cccnc1)Cc1ccccc1Cl	102	0.0	101	100	100	109	0	98
CN(CC(=O)Nc1ccc(S(N)(=O)=O)cc1)Cc1ccccc1F	89	-0.1	99	90	91	98	2	94

One compound at a time (already shown). Order of screens: MEP2-GFP yeast | Efflux pump inh | CIT2-GFP yeast | LAP4-GFP MLPCN | AGP1-GFP MLPCN | CR mimetic SO | AHR activator | RPL19A TOR yeast
CCC(C(=O)OC)n1cnc2c(nnn2-c2cccc(Cl)c2)c1=O (configuration not stated) is listed with 94 | -0.1 | 98 | 96 | 97 | 93 | 8 | 101
c1csc(-c2nn3cnnc3c3ccccc23)c1 is listed with 94 | -0.1 | 96 | 102 | 94 | 86 | 6 | 95

Continuation.
SMILES	MEP2-GFP yeast	Efflux pump inh	CIT2-GFP yeast	LAP4-GFP MLPCN	AGP1-GFP MLPCN	CR mimetic SO	AHR activator	RPL19A TOR yeast
CC1(C)Cc2ccccc2-c2nnc(-c3cccc(O)c3)n21	98	0.0	97	94	97	96	0	98
COc1ccc(NC(=S)Nc2ccccc2SC)c(OC)c1	102	0.0	105	94	98	99	6	103
COc1cccc(-c2cc(C(=O)Nc3cccnc3)no2)c1	96	0.2	89	98	83	88	12	92
CCOc1ccc(NC(=O)C2CC(=O)N(CCc3ccccc3)C2)cc1OC (configuration not stated)	108	-0.2	108	104	107	90	2	105
CCCn1c(SCC(N)=O)nnc1-c1ccco1	105	0.3	100	100	101	93	7	106
c1csc(CNc2nc(-c3cccs3)nc3ccccc23)c1	101	0.0	94	109	99	91	28	97
N#CCC(=O)Nc1ccc(C(=O)NNC(=S)NC2CCCCC2)cc1	109	0.0	96	120	107	117	2	101
CN1C(=O)/C(=C2\SC(N)=NC2=O)c2ccccc21	94	0.1	102	90	97	108	73*	100
CC1CCCN(C(c2ccccc2)c2sc3ncnn3c2O)C1 (configuration not stated)	97	0.0	124	95	106	109	0	100
COc1ccccc1N1CCN(C2CCC(C)CC2)CC1 (configuration not stated)	107	0.0	104	93	96	103	1	99
CCOc1cc(C2C(C(=O)OC(C)C)=C(C)N=C3SCCC(=O)N32)ccc1OC(C)=O (configuration not stated)	100	-0.1	98	97	102	92	4	98
CCCn1nc(C(=O)OCc2nc(N)nc(Nc3ccccc3C)n2)c2ccccc2c1=O	103	-0.4	101	106	103	91	0	101
O=C(Nc1nnc(Cc2ccccc2F)s1)c1ccccc1Cl	104	-0.1	97	89	91	109	9	101
O=C(c1cccc(C(=O)N(c2ccccn2)C2CCCCC2)c1)N(c1ccccn1)C1CCCCC1	101	0.1	90	93	94	105	0	95
O=C(c1ccccc1)N1CCN(CCc2ccccn2)CC1	108	0.1	100	99	106	104	-3	115
O=C(Nc1nnc(-c2ccccc2Cl)o1)c1cccnc1	99	-0.1	95	95	100	99	7	101
CCCn1c(=NC(=O)CCS(=O)(=O)c2ccccc2)sc2cc(S(N)(=O)=O)ccc21	86	-0.1	96	87	86	109	4	87
Cn1ncc(Br)c1N1C(=O)CCC1=O	102	0.1	.	.	.	87	1	107
Cc1ccc(OCc2nnc(SCc3nc4ccccc4[nH]3)n2Cc2ccco2)cc1	94	0.2	98	92	103	85	10	99
O=C(NCCCCc1ccccc1)C1CC(c2ccccc2C(F)(F)F)=NO1 (configuration not stated)	102	0.0	94	97	97	105	0	101
CC(=O)c1ccc(OCc2cc(C(=O)N3CC[C@@H]4CCCC[C@H]4C3)no2)cc1	87	0.3	107	80	89	95	14	102
COC(=O)CCSc1cc([N+](=O)[O-])cc2c1c(C1OCCO1)nn2-c1ccccc1	107	0.1	100	86	92	118	-2	106
O=C(Nc1ccccc1C(=O)O)c1ccc(NC(=O)C2CCCO2)cc1 (configuration not stated)	111	-0.3	111	109	108	101	9	93
Cc1ccc(C)c(N2CCN(C(=O)Cn3cccc3)CC2)c1	92	-0.2	92	93	90	90	-2	90
Cc1ccc(NC(=O)COC(=O)CCC(=O)c2cccs2)c(C)c1	96	0.2	94	90	93	109	-2	100
CC1(C)CC(=O)C=C(Nc2ccc(F)cc2F)C1	95	-0.1	87	96	96	97	4	96
O=C(NCCOc1ccccc1)C1CCC(=O)N(CCc2ccc(Cl)cc2)C1 (configuration not stated)	103	0.1	99	98	104	120	-3	99
CC(=O)Nc1ccc2nc(NC(=O)c3ccc([N+](=O)[O-])s3)sc2c1	105	-0.1	95	107	103	109	-3	108
OC(CCN1CCCC1)(c1ccccc1)C1CCCCC1 (configuration not stated)	94	-0.2	88	121	83	90	0	95
Cc1ncc2c(c1OC(=O)c1ccccc1)COC(C)(C)OC2	92	0.1	84	90	105	102	-3	98
